# Rv3671c protease: Rv3671c serine protease inhibitors, primary screen, biochemical, fluorescence polarization, M. tuberculosis H37Rv | P9WHR9 | inhibition, % at 5.96 µM | actives 0.048% (n = 320,000); in the data active = inhibition above about 38%;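 note: extracellular domain of Rv3671c used as enzyme; 0% = enzyme with DMSO and 100% = no enzyme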
# Target sequence (P9WHR9 whole entry, looked up, the tested form may be a part): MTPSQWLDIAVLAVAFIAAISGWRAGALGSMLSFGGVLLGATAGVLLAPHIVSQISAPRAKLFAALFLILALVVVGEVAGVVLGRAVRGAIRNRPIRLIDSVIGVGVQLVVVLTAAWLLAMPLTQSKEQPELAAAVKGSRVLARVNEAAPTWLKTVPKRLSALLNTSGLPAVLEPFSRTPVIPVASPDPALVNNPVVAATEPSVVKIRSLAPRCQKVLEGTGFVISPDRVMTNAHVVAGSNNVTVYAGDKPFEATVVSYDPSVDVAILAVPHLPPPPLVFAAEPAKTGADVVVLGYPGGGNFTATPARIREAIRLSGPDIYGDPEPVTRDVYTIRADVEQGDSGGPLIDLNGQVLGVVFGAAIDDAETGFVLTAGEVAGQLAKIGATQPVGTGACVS
# SSB-PriA inh: inhibitors of Klebsiella pneumoniae PriA binding to SSB C-terminal tail, primary screen, biochemical, AlphaScreen. AlphaScreen SSBct-PriA binding, biotinylated peptide. inhibition, % at 33 µM. actives 0.6% (n = 430,000). PriA–SSB C-terminal tail interaction (Klebsiella pneumoniae); in the data active = inhibition mostly above about 37%, no sharp cut-off; inactive = mostly below about 20%;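 note: plate controls were negative control peptide for no effect and reference peptide for full effect; strong numbers were not always called active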
# VHR inh abs: VHR1 phosphatase inhibitors, primary screen, biochemical, absorbance, uHTS; actives 0.52% (n = 290,000); Dual specificity protein phosphatase 3 (Homo sapiens), P51452; recombinant VHR phosphatase, pNPP absorbance; inhibition, % at 13.3 µM; in the data active = inhibition above about 50%; note: some compounds called inactive have numbers as strong as hits
# Target sequence (P51452 whole entry, looked up): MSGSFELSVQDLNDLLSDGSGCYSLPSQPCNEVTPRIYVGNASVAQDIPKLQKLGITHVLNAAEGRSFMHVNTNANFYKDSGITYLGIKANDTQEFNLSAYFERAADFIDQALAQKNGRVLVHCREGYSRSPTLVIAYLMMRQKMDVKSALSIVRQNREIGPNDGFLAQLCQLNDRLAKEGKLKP
# MazEF act: activators of E. coli MazEF toxin-antitoxin RNase, primary screen, biochemical, fluorescence, uHTS. Endoribonuclease toxin MazF (Escherichia coli (strain K12)), P0AE70. FAM/BHQ RNA-DNA oligo cleavage fluorescence, 5 h. activation, % at 20 µM. actives 0.32% (n = 350,000). AID 504720, 2011; in the data active = activation above about 50%
# Target sequence (P0AE70 whole entry, looked up): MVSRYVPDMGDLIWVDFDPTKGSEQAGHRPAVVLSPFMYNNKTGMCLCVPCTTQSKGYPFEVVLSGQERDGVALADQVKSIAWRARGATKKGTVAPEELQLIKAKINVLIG
# GDH-TPI counter: GDH-TPI coupling enzyme inhibitors, primary screen, artefact control for M. tuberculosis FBA inhibitor project, biochemical, absorbance, full deck | GDH-TPI coupled enzyme counterscreen, NADH absorbance | inhibition, % at 4.8 µM | actives 1.2% (n = 360,000) | AID 588335, 2011; in the data active = inhibition above about 30%;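 note: 0% = DMSO wells and 100% = wells lacking the enzyme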
# Mtb FBA inh: Mtb FBA enzyme inhibitors, primary screen, biochemical, fluorescence, strain H37Rv; Fructose-bisphosphate aldolase (Mycobacterium tuberculosis (strain ATCC 25618 / H37Rv)), …; purified M. tuberculosis FBA, fluorescence read-out; inhibition, % at 1 µM; actives 2.3% (n = 360,000); AID 588726, 2011; in the data active = inhibition above about 27%;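 note: 0% = vehicle and 100% = reference inhibitor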
# Target sequence (P9WQA3 whole entry, looked up): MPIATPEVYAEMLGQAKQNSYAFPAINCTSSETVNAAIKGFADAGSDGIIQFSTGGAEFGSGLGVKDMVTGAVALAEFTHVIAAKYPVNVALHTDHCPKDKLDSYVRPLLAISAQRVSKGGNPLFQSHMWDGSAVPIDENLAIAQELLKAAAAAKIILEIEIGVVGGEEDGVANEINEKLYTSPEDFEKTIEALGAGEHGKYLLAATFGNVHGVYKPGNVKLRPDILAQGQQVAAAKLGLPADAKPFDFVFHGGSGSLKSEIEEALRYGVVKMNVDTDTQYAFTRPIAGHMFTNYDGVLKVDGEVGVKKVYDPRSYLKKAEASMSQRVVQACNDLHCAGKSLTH
# UGM FP inh: M. tuberculosis UGM enzyme inhibitors, primary screen, biochemical, fluorescence polarization, single point | inhibition, % at 10 µM | UDP-galactopyranose mutase (Mycobacterium tuberculosis (strain ATCC 25618 / H37Rv)), … | purified UGM, fluorescence polarization probe displacement | actives 0.06% (n = 320,000); in the data active = inhibition above about 10%, passing the limit was not always enough
# SARS 3CLpro inh: SARS-CoV 3CLpro protease inhibitors, primary screen, biochemical, quenched FRET; Replicase polyprotein 1ab (Severe acute respiratory syndrome coronavirus), P0C6X7; actives 0.14% (n = 290,000); AID 1706, 2009; recombinant SARS-CoV 3CLpro, quenched FRET peptide cleavage; inhibition, % at 6 µM; in the data active = inhibition above about 12%
# BH1578 lux ind: inducers of Vibrio cholerae quorum light production without autoinducers, primary screen, BH1578 luxS cqsA deficient, single point | activation, % at 18.7 µM | actives 0.16% (n = 350,000) | AID 588436, 2011 | V. cholerae BH1578 lux reporter, luminescence, 6 h; in the data active = activation mostly above about 9.7%, no sharp cut-off; note: not every result past the cut was called active; inactives centre near 0; reference of the scale not given here
# Mtb BioA inh: M. tuberculosis BioA enzyme inhibitors, primary screen, biochemical, plate reader, single point, HTS; 7,8-diaminopelargonic acid synthase BioA (Mycobacterium tuberculosis); purified M. tuberculosis BioA enzyme; inhibition, % at 9.99 µM; actives 0.096% (n = 360,000); in the data active = inhibition above about 40%
# An asterisk follows results filed as active; i = inactive; / = not tested or not shown; & = joins results of further samples. Some of the compounds tested; the hit share may differ from the screen's.
SMILES,Rv3671c protease,SSB-PriA inh,VHR inh abs,MazEF act,GDH-TPI counter,Mtb FBA inh,UGM FP inh,SARS 3CLpro inh,BH1578 lux ind,Mtb BioA inh
CC1(C)Cc2c(sc(NC(=O)COc3ccc(Cl)cc3Cl)c2C(N)=O)C(C)(C)N1,-8,-14&-17,-3,29,8,4,-1.8,-2,i,-1.6
Cc1ccc(N2C(=O)c3ccccc3C2=O)nc1,-6,-2,72,-6,3,2,4.2,-5,-1.6,-1.3
O=C(C1=NN[C@@H]2C(=O)N(Cc3ccccc3)C(=O)[C@H]12)c1ccc([N+](=O)[O-])cc1,5,-6,14,-2,16,-6,-1.6,-4,-0.7,/
O=C(CSc1nc(O)cc(=O)n1-c1ccccc1)NCc1ccccc1,1,10,0,1,3,3,2.3,-5,1.2,0.0
CCNc1c(NC(=O)COc2ccc(Cl)cc2)c(=O)oc2ccccc12,9,-7,7,8,-1,0,-0.6,4,-0.5,0.4
CCOc1ccc(-n2c(SCc3ccc([N+](=O)[O-])cc3)nnc2-c2ccc(OC)cc2)cc1,1,-1,4,-4,-1,1,-0.1,5,-0.3,/
O=C1/C(=C\c2ccco2)SC(=S)N1c1ccccc1,-5,24,40,5,9,-7,1.8,0,-0.3,/
CC1(C)Cc2nc3sc4c(NCCO)ncnc4c3cc2CS1,-2,-5,-5,19,9,25,1.8,-3,-0.2,1.2
COc1ccc(C2=NOC(C(=O)Nc3ccc4c(c3)OCCO4)C2)c(OC)c1 (centres undefined),-25,7,2,1,-6,5,0.2,-3,-10,-0.4
O=C(NC1CCN(C(=O)NC2CCCCC2)CC1)c1cccc(F)c1,-3,-9,28,1,12,0,0.2,-4,-0.5,0.2
O=C(CN1C(=O)c2ccccc2C1=O)NCCc1c[nH]c2ccc(Cl)cc12,-5,10,-10,-3,7,2,0.3,4,i,/
CC(C)c1nc2ccccn2c1NC1CCCCC1,4,0,20,4,6,5,-1.0,-2,i,-0.2
CCN(CC)S(=O)(=O)c1ccc(N2CCCC2)c(NC(=O)c2ccc(OC)cc2OC)c1,-6,-6,10,6,6,2,-2.8,3,3.6,/
CN(C)S(=O)(=O)Nc1cc(Cl)cc(Cl)c1,-4,-22,15,4,1,-5,-0.4,0,i,/
N#Cc1ccc(OCC(=O)N2CCc3ccccc32)cc1,-3,-14,/,8,3,0,-2.0,/,-3.4,1.4
CCN1C(=O)/C(=C/c2cccs2)SC1=Nc1ccc(OC)cc1,-2,1,10,7,7,-3,1.5,1,/,-0.7
Cc1cccc(N2C(=O)CS/C2=N\NC(=O)c2ccc(Br)cc2)c1C,-8,/,13,-7,2,13,0.8,6,i,0.1
Cc1c(Cl)cccc1NC(=O)CCC(=O)NNC(=O)c1ccccc1,-6,-9,17,2,7,1,0.2,1,-0.7,-1.2
O=S(=O)(NCC1CCCO1)c1cnc(Cl)c(Br)c1 (centres undefined),6,-9,-2,10,-4,7,-0.4,-6,0.3,0.7
O=C(NCc1ccccc1Cl)C1CCC(CNc2c(N3CCCCC3)c(=O)c2=O)CC1 (centres undefined),1,-17,11,2,5,5,-1.4,0,-0.2,-2.3
CCN(CC)C(=O)C(=O)Nc1ccc(OC)c(Cl)c1,-7,-16,19,-1,-11,-2,1.5,3,-1.8,-1.2
Cc1ccc(N2C(=O)NC(NC(=O)C3CC3)(C(F)(F)F)C2=O)cc1 (centres undefined),-10,-3,-6,6,2,0,2.6,-1,-0.3,-3.1
Cc1csc(NC(=O)C2CCN(S(=O)(=O)c3cccs3)CC2)n1,-4,6,19,5,-3,-2,0.0,2,-0.2,/
CC(OC(=O)CC1CCCC1)C(=O)Nc1ccc(Cl)cn1 (centres undefined),11,-15,/,2,2,-1,-3.3,/,i,1.1
CS(=O)(=O)c1ccc(Cl)c(NC(=O)COC(=O)CNC(=O)c2cccs2)c1,4,-3,/,4,-7,-1,1.1,/,-4.0,0.2

# The closing 3 entries of the part above open the next one.
SMILES,Rv3671c protease,SSB-PriA inh,VHR inh abs,MazEF act,GDH-TPI counter,Mtb FBA inh,UGM FP inh,SARS 3CLpro inh,BH1578 lux ind,Mtb BioA inh
Cc1csc(NC(=O)C2CCN(S(=O)(=O)c3cccs3)CC2)n1,-4,6,19,5,-3,-2,0.0,2,-0.2,/
CC(OC(=O)CC1CCCC1)C(=O)Nc1ccc(Cl)cn1 (centres undefined),11,-15,/,2,2,-1,-3.3,/,i,1.1
CS(=O)(=O)c1ccc(Cl)c(NC(=O)COC(=O)CNC(=O)c2cccs2)c1,4,-3,/,4,-7,-1,1.1,/,-4.0,0.2
CN(C(=O)COC(=O)c1c2c(nc3ccccc13)/C(=C/c1cccc([N+](=O)[O-])c1)CCC2)C1CCS(=O)(=O)C1 (centres undefined),-24,-5,13,-9,24,1,-2.3,2,-0.2,/
COc1ccc(C(=O)Nc2cc(C)on2)cc1S(=O)(=O)N1CC(c2ccccc2)CC1=O (centres undefined),-5,-1,-38,-5,0,1,-0.4,4,-0.4,-1.0
CCOc1ccc2nc(NC(=O)/C=C/c3ccc4c(c3)OCO4)sc2c1,-11,-14,-7,18,4,1,1.2,-1,-0.3,/
Cc1ccc(S(=O)(=O)n2cnc3ccccc32)c(C)c1,-3,-8,19,-1,-3,1,3.0,-1,-0.2,-0.2
CCS(=O)(=O)N1CCN(C(=O)c2ccccc2[N+](=O)[O-])CC1,-11,-6,25,-7,2,-3,-1.2,3,-0.2,-0.8
COc1ccc(C2CC(c3ccc(Cl)c(Cl)c3)Nc3nc(N)nn32)cc1 (centres undefined),-2,-6,21,3,7,0,0.6,/,-0.4,2.5
COc1ccc(N/C=C(\C#N)c2ccc(OCCCF)cc2)cc1,-10,1,11,19,28,-3,-1.5,0,-0.4,-0.4
CCc1nc(SCC(=O)Nc2cccc(C(F)(F)F)c2)c2c(=O)n(C)c(=O)n(C)c2n1,-13,-1,16,6,-3,1,-1.5,1,-0.6,-1.5
O=[N+]([O-])c1cccc2c(N3CCOCC3)ccnc12,8,-14,23,1,8,-2,0.5,0,-0.3,/
CSc1ncccc1C(=O)N1CCN(C(=O)c2ccccc2)CC1,9,-11,7,-2,6,0,-1.5,3,0.6,1.4
CCOC(=O)N(Cc1ccccc1)Cc1ccc(C(=O)N[C@@H](Cc2ccccc2)C(=O)O)cc1,4,-15,/,-2,3,4,2.1,/,i,/
CC(C)CCN(C(=O)Nc1ccccc1)C(C)c1cccs1 (centres undefined),0,-36,-10,-6,1,-3,1.3,3,-0.9,/
O=C(Nc1ccccc1)c1c(O)c2c(n(Cc3ccco3)c1=O)CCCC2,8,-7,-1,-1,-5,2,-0.7,1,-0.5,-0.1
CCOC(=O)c1cnc(-n2nc(C)cc2C)nc1NNc1cc(-c2ccccc2)nc(C)n1,0,/,5,/,/,/,1.6,-2,/,/
O=C(OCC1COC(c2ccccc2)(c2ccccc2)O1)c1ccccc1 (centres undefined),/,-9,/,-12,-5,-3,/,/,/,/
NC(=O)CN(c1ccc(Oc2ccccc2)cc1)S(=O)(=O)c1ccccc1,-5,5,10,5,2,0,-0.8,-4,-0.2,-2.1
COc1ccc(C(=O)NCCCCCC(=O)N/N=C/c2ccco2)cc1OC,9,/,37,3,-4,-2,-0.7,3,-0.2,3.4
COc1ccc(S(=O)(=O)N2CCN(C(=O)C3COc4ccccc4O3)CC2)cc1 (centres undefined),2,-3,/,-7,0,-2,-0.4,/,i,-3.4
O=C1C2C3CC(C2C(=O)N1c1cccc(Cl)c1)[C@H](O)C3O (some centres undefined),0,-11,0,-7,2,-1,4.0,1,-0.7,-1.7
CN(CC(=O)Nc1ccc(N2CCOCC2)cc1)C(=O)CCNC(=O)c1ccccc1Cl,9,-1,/,7,-3,-3,-1.0,/,i,-1.0
COC(=O)C(CCSC)NC(=O)c1cc2c(n(-c3ccc(C)cc3)c1=O)CCCC2=O (centres undefined),1,-5,15,5,17,2,3.8,4,1.7,/
CC1CCCN(CCCNC(=O)c2nn(C)c3c2CSc2ccccc2-3)C1 (centres undefined),-21,6,5,7,-16,-4,0.7,5,-0.2,-0.8
CN1CCN(C(=O)c2ccc(N(C)S(=O)(=O)c3cccs3)cc2)CC1,26,0,12,6,-2,2,-1.2,-2,-1.0,-1.4
Cc1cc(N/N=C2/CCCc3ccccc32)nc2ccccc12,3,/,28,-5,-4,5,-1.1,4,-2.0,0.4
CCN(CC)CCSc1nc2c([nH]1)c(=S)n(C)c(=O)n2C,/,-7,/,1,19,15,/,/,-0.8,/

# (cont.)
SMILES,Rv3671c protease,SSB-PriA inh,VHR inh abs,MazEF act,GDH-TPI counter,Mtb FBA inh,UGM FP inh,SARS 3CLpro inh,BH1578 lux ind,Mtb BioA inh
Cc1cc(NS(=O)(=O)c2ccc(NC(=O)c3cc4ccccc4o3)cc2)nc(C)n1,4,-5,37,1,12,1,-1.2,5,0.5,/
COc1ccccc1NC(=O)Cc1nnc(SCC(=O)NC2=NCCS2)n1C,-1,0,36,-13,10,-6,2.0,-2,-0.3,-1.3
CCOc1ccc(C2NC(=O)c3sc(=S)n(-c4ccccc4)c3N2)cc1 (centres undefined),3,-9,-14,-15,0,1,-2.6,-2,-0.5,/
CCn1cc(SCC(=O)NCc2ccc3c(c2)OCO3)c2ccccc21,5,-3,-9,11,-11,2,-3.2,5,0.3,0.1
CCOc1ccc(C(=O)N2CCCN(C(=O)c3ccc(OCC)cc3)CC2)cc1,1,0,1,2,1,0,0.7,-2,i,-1.5
Cc1ccc(NC(=O)c2cccc3c2-c2ccccc2C3=O)cc1C,-18,6,-8,7,0,0,-0.4,3,0.0,-1.8
O=C(COC(=O)COc1ccccc1)Nc1cccnc1Cl,7,-4,/,1,-2,-3,1.3,/,i,0.4
CC(=O)/C(C#N)=C1\NC(=O)C(Cc2ccccc2C)S1 (centres undefined),8,-6,21,-6,24,-1,0.3,-2,0.6,-0.4
Cc1c(C(=O)Nc2nnc(C3CC3)s2)oc2c(Cl)cccc12,-7,-3,/,2,37*,2,1.4,/,-0.4,/
CC(C)C(=O)Nc1nnc(Cc2ccccc2)s1,-6,-8,17,6,-2,-5,1.4,5,i,-0.7
CCOC(=O)C1CCN(CC(=O)c2c(C)[nH]c3cc(C)ccc23)CC1,-2,-4,32,-10,-4,6,5.2,-3,3.5,1.8
CCOc1ccc(-n2c(=O)c3ccccc3c3ccccc3c2=O)cc1,-3,1,21,-2,2,3,2.2,2,i,/
C=CCOc1c2ccc(C(=O)NCc3ccccc3OC)cc2nn1C,7,-11,-3,10,8,18,3.6,0,i,-1.2
CCCCC(=O)N(CCOC)c1nnc(-c2cccnc2)s1,5,4,-9,10,2,-4,3.5,0,-0.9,11

# In the list so far, these have a cyano group:
SMILES,Rv3671c protease,SSB-PriA inh,VHR inh abs,MazEF act,GDH-TPI counter,Mtb FBA inh,UGM FP inh,SARS 3CLpro inh,BH1578 lux ind,Mtb BioA inh
N#Cc1ccc(OCC(=O)N2CCc3ccccc32)cc1,-3,-14,/,8,3,0,-2.0,/,-3.4,1.4
COc1ccc(N/C=C(\C#N)c2ccc(OCCCF)cc2)cc1,-10,1,11,19,28,-3,-1.5,0,-0.4,-0.4
CC(=O)/C(C#N)=C1\NC(=O)C(Cc2ccccc2C)S1 (centres undefined),8,-6,21,-6,24,-1,0.3,-2,0.6,-0.4
